yeast bub3: NCI yeast anticancer drug screen, S. cerevisiae bub3 mutant strain; AID 167; growth inhibition, % at 50 µM; actives 9.9% (n = 78,000);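 note: 0% = growth of vehicle-only cultures of the same strain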
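Yeast carrying a defined mutation is treated with each compound, and growth is compared with that of vehicle-exposed cells to give inhibition.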
yeast sgs1 mgt1: NCI yeast anticancer drug screen, S. cerevisiae sgs1 mgt1 strain; % growth inhibition at 50 µM; actives 10% (n = 78,000); AID 161;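 note: 0% = growth of vehicle-only cultures of the same strain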
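This yeast growth screen uses a strain with defined DNA-repair lesions; compound-treated growth is compared with vehicle-treated growth.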
yeast mec2-1: NCI yeast anticancer drug screen, S. cerevisiae mec2-1 strain. AID 157. actives 9% (n = 79,000). growth inhibition, % at 50 µM;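 note: 0% = growth of vehicle-only cultures of the same strain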
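Readout is yeast growth inhibition, normalised to vehicle-treated controls, in the mec2-1 strain exposed to compound.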
yeast mlh1 rad18: NCI yeast anticancer drug screen, S. cerevisiae mlh1 rad18 strain; % growth inhibition at 50 µM; actives 11% (n = 79,000); AID 175;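 note: 0% = growth of vehicle-only cultures of the same strain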
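Genetically defined yeast (DNA repair-deficient) exposed to compounds; growth inhibition determined relative to vehicle.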
cln2 rad14: NCI yeast anticancer drug screen, S. cerevisiae cln2 rad14 strain. % growth inhibition at 50 µM. actives 8.3% (n = 78,000);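 note: 0% = growth of vehicle-only cultures of the same strain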
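Growth inhibition, relative to vehicle-treated controls, is the read-out. The test organism is a yeast strain with defined genetic alterations, cln2 rad14.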
rad50: NCI yeast anticancer drug screen, S. cerevisiae rad50 strain; growth inhibition, % at 50 µM; actives 10% (n = 79,000);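 note: 0% = growth of vehicle-only cultures of the same strain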
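DNA repair mutant yeast, compound exposure, growth read-out; inhibition is taken relative to vehicle.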
* hit, by the source's call. Cut-off read from the data, not from the text of the source: active = growth inhibition above about 70%; inactive = the rest.

SMILES | yeast bub3 | yeast sgs1 mgt1 | yeast mec2-1 | yeast mlh1 rad18 | cln2 rad14 | rad50
OC(CC1CCCCN1)c1ccc2c(c1)oc1ccccc12 (stereo not given) | 74* | 62 | 57 | 76* | 56 | 72*
c1ccc(C2=NC3CCCCC3S2)cc1 (stereo not given) | -6 | 4 | -11 | -3 | -32 | 3
CCCCCC/C(C)=N/O | 11 | 1 | 4 | -6 | 5 | -2
CCCCCCCCCCCCCCCC[N+](C)(C)CCN=[N+]=[N-] | 99* | 100* | 100* | 100* | 99* | 99*
Cc1ccc(/C(=N\Nc2ccc([N+](=O)[O-])cc2[N+](=O)[O-])c2cccc3ccccc23)cc1 | -3 | 8 | 8 | 17 | -6 | -4
COc1cc(C(c2cc3c(cc2O)OCO3)n2ccnc2)cc(OC)c1OC (stereo not given) | 3 | -13 | 2 | 13 | 9 | -15
CC(C)[C@@H]1CC[C@@H](C)C[C@H]1O | 7 | 5 | 1 | 6 | 9 | 11
C[C@]12CC[C@@H](O)C[C@H]1CC[C@H]1[C@@H]3CC[C@H](C(=O)CO)[C@@]3(C)CC(=O)[C@@H]12 | 1 | 4 | 1 | -4 | 14 | 5
O=c1/c(=C\c2ccccc2Cl)sc2n1CCN=2 | 11 | 5 | 6 | 25 | 15 | 22
CC(=O)c1cc2c(cc1C)C(C)C(C)C2C (stereo not given) | -11 | -14 | -19 | -24 | -11 | 0
O=C(Cc1ccccc1)CC(CC(=O)Cc1ccccc1)c1ccccc1 | 4 | 7 | -17 | -6 | 16 | 31
CCS(=O)(=O)/C=C/c1ccncc1 | 8 | 6 | 28 | 20 | 6 | 25
COc1ccc2c(c1C)CCC1(CO)C(C(C)=O)=CCC21 (stereo not given) | -6 | 9 | 2 | -26 | -7 | -16
CC1(C)CCCC/C1=N\NC(N)=O | -10 | -8 | -20 | -15 | -6 | -13
O=[N+]([O-])c1ccc(Sc2ncnc3c2ncn3C2OC(CO)C(O)C2O)c2nonc12 (stereo not given) | -3 | -2 | -12 | 33 | 16 | 3
CCOc1ccc(OCC(=O)O)c2c1CCCC2=O | -4 | 1 | 2 | 13 | 32 | 9
O=C(CCCCC(=O)N1CCOCC1)N1CCOCC1 | 2 | -2 | -22 | -9 | -20 | -9
C[C@H]1S[C@@H](c2ccc(Cl)cc2Cl)N(NC(=O)c2ccncc2)C1=O | 52 | 40 | 45 | 39 | 47 | 58
O=C1OC(=O)C2C3C=CC(C4C=C(c5ccccc5)C43)C12 (stereo not given) | 7 | 13 | 14 | 17 | 4 | -12
O=C(O)c1ccncc1C(=O)O | -6 | -17 | -9 | 3 | 0 | -4

Single records, as listed above.
O=C(CCCCC(=O)N1CCOCC1)N1CCOCC1 is listed as yeast bub3 = 2; yeast sgs1 mgt1 = -2; yeast mec2-1 = -22; yeast mlh1 rad18 = -9; cln2 rad14 = -20; rad50 = -9
CCOc1ccc(OCC(=O)O)c2c1CCCC2=O is listed as yeast bub3 = -4; yeast sgs1 mgt1 = 1; yeast mec2-1 = 2; yeast mlh1 rad18 = 13; cln2 rad14 = 32; rad50 = 9

Continued:
SMILES | yeast bub3 | yeast sgs1 mgt1 | yeast mec2-1 | yeast mlh1 rad18 | cln2 rad14 | rad50
CC(C)(C)C(=O)Nc1ccccc1-c1ccccc1 | 0 | 14 | 15 | 3 | 45 | -2
CC(=Nc1ccccc1)C1=C(O)C(Cc2cccc(F)c2)NC1=O (stereo not given) | -2 | 14 | 4 | -22 | 2 | 5
COc1ccc(C(=O)CCC(=O)O)cc1 | -3 | 6 | 4 | 4 | 4 | 9
Cc1[nH]n(-c2ccccc2)c(=O)c1N=Nc1cccc(C(F)(F)F)c1 | 7 | 18 | 15 | 16 | -5 | 9
COc1ccc(C(=O)OCCc2ccccc2)cc1 | 56 | 7 | 2 | -16 | -10 | -7
CSC(=N/N=C/c1ccccc1O)SC | 29 | 30 | 22 | 22 | 6 | 27
CCc1cccc[n+]1CC(=O)c1ccccc1 | 40 | -1 | 6 | 12 | -42 | -24
COc1ccccc1NC(=O)C(C#N)=C(SC)SC | -22 | 0 | -14 | -14 | 19 | 2
O=C(O)/C(F)=C/c1ccccc1 | -4 | -12 | -13 | -11 | -5 | -2
CSC(=S)N/N=C\C(O)C(O)C(O)C(O)CO (stereo not given) | 96* | 95* | 96* | 98* | 70* | 98*
O=C1c2ccccc2-c2ccc(NC(=O)C3CCCCC3C(=O)O)cc21 (stereo not given) | 90* | 42 | 43 | 41 | 13 | 43
CCC(CC)(c1ccc(C)cc1)c1ccc(C)cc1 | 92* | 99* | 99* | 100* | 77* | 100*
CC1CC(C)C(C#N)N(C)c2ccccc21 (stereo not given) | 8 | -3 | -10 | -7 | -8 | -12
O=C(Nc1cccc2ccccc12)C(Cl)Cl | 21 | 11 | 9 | 15 | 18 | 13
O=C(O)Cc1cccc2ccccc12 | -10 | 3 | -8 | -1 | 0 | 19
COCCCC(O)CNC(C)C (stereo not given) | 1 | -16 | 7 | -6 | -18 | -11
COc1ccccc1/C=C(\S)C(=O)O | -13 | -19 | -7 | 8 | -44 | -19
C=CCNCc1cc(Cl)cc(Cl)c1O | -10 | -19 | -4 | 17 | -51 | -8
O=C(c1ccccc1)c1cccc(C(=O)c2ccccc2)n1 | -14 | -18 | -13 | -9 | 2 | -8
NC(=O)C(N)Cc1ccc(OCc2ccccc2)c(OCc2ccccc2)c1 (stereo not given) | 2 | 7 | 3 | 26 | -13 | 1
CC1(C(=O)O)CCCC1C(=O)O (stereo not given) | -1 | 2 | 7 | 12 | -8 | 12
O=C1C2C3CCC(C3)C2C(=O)N1CCO (stereo not given) | 18 | 7 | 6 | -2 | 5 | 3
CCN(CC)CCOC(=O)c1c(C(=O)OC)cccc1[N+](=O)[O-] | 12 | 2 | 9 | 21 | 13 | 4
NC(=O)[C@H]1C[C@H](O)CN1C(=O)c1cnc2ccccc2c1 | 12 | 13 | 6 | 10 | -11 | 7
CC(C)=CCc1c2c(c3occ(-c4ccc(O)cc4)c(=O)c3c1O)C=CC(C)(C)O2 | 24 | 15 | 21 | 42 | 20 | 32
CS(=O)(=O)CCNC(N)=O | -10 | -10 | 34 | 20 | 0 | 17
Cc1ccc(N=Cc2cc(Cl)cc(Cl)c2OC(=O)c2ccccc2)cc1Cl | 9 | 17 | -16 | 18 | 2 | 12
CC[C@]12C=CCN3CCC4(c5cc([C@@]6(C(=O)OC)CC7CN(CCc8c6[nH]c6ccccc86)C[C@@H]6CCC[C@H]76)c(OC)cc5N(C)C4[C@](O)(C(=O)OC)C1OC(C)=O)C32 (stereo not given in full) | -45 | -31 | 4 | 9 | -22 | -9
CC(C)OP(=O)(OC(C)C)/C(I)=N/Nc1ccc([N+](=O)[O-])cc1 | 62 | 38 | 14 | 70 | 13 | 69
COc1cccc(/C=C2/C(=O)N(c3ccccc3)N=C2C)c1OC | 34 | 37 | 20 | 32 | 7 | 28
CCC(C)(C)c1ccc(OC(=O)C(C)OC(C)=O)cc1 (stereo not given) | 87* | 88* | 85* | 87* | 50 | 82*
CCOC(=O)C1=C(C)NC(c2ccco2)=C(C#N)C1c1cccc([N+](=O)[O-])c1 (stereo not given) | 64 | 66 | 33 | 71* | 69 | 60
O=C(NNc1ncccn1)c1ccc(C(=O)NNc2ncccn2)cc1 | -3 | 42 | 2 | 21 | -26 | 3
Cc1ccc(Cc2nc(=S)[nH][nH]2)cc1 | -6 | -3 | -39 | -35 | -9 | 2
COc1cc2c(cc1C(C)c1ccc(OC(C)C)cc1)OCO2 (stereo not given) | -6 | -4 | -10 | -12 | -48 | -5
CC1(C)CS(=O)(=O)CC(C)(C)C(=N/N)/C1=N\N | -7 | -13 | 27 | -18 | 6 | 20
COc1cc(OC)c(NC(=O)Nc2ccc([N+](=O)[O-])cc2OC)cc1Cl | 1 | -7 | -18 | -7 | -49 | -22
COc1c2c(cc3c1-c1c(cc4c(c1OC)OCO4)CC(C)C(C)C3)OCO2 (stereo not given) | 40 | 21 | 24 | 30 | 15 | 12
CCN(CC)Cc1cc(O)ccc1NCCCNc1ccnc2cc(Cl)ccc12 | -7 | 40 | 11 | 12 | 16 | 49
Cc1cccc2c1C(=O)NC2=O | 6 | 0 | 0 | 1 | 8 | 5
CCCCN(CCCC)CC(O)c1cc(Cc2ccccc2)nc2c(Cl)cc(Cl)cc12 (stereo not given) | 95* | 97* | 96* | 96* | 90* | 95*
C[Si](C)(CNCCN)c1ccccc1 | -1 | -2 | 1 | 1 | -8 | 20
c1ccc2nc3ccccc3cc2c1 | 3 | 27 | 20 | 6 | 28 | 3
CC(C)(Br)C(=O)/C=C/c1ccc(Cl)c(Cl)c1 | 79* | 86* | 48 | 83* | 52 | 87*
OC(CN1CCc2ccccc2C1)c1ccc2ccccc2c1 (stereo not given) | 95* | 88* | 51 | 45 | 68 | 87*
Nc1[nH]c(=O)ncc1-c1cccc(Cl)c1 | 5 | 12 | -4 | 33 | -8 | -6
O=C(O)/C=C/c1ccc2c(c1)CCCC2 | 64 | 74* | 73* | 63 | 85* | 90*
CCn1nnc2c(C(N)=O)ncn2c1=O | -15 | -44 | -39 | -17 | 14 | 1
O=C1C(=C(c2ccc([N+](=O)[O-])cc2)N2CCOCC2)C(=O)c2ccccc21 | 2 | 6 | 0 | 10 | -31 | 9
O=C(NO)C(=O)Nc1cc(Cl)ccc1Cl | 86* | 80* | 73* | 78* | 74* | 87*

Carrying on.
SMILES | yeast bub3 | yeast sgs1 mgt1 | yeast mec2-1 | yeast mlh1 rad18 | cln2 rad14 | rad50
COc1cc(C(OC(C)=O)OC(C)=O)c(Cl)cc1OC(C)=O | -3 | 17 | 5 | 12 | -2 | 6
Nc1ccc(C(=O)O)cc1O | 10 | 14 | 14 | -7 | 20 | 14
CCC(=S)Nc1ccc(Cl)cc1 | -37 | -34 | -45 | -35 | -21 | -2
CC1(C)OC(C(COC(=O)c2ccc([N+](=O)[O-])cc2)OS(=O)(=O)c2ccc([N+](=O)[O-])cc2)C(C(SCc2ccccc2)SCc2ccccc2)O1 (stereo not given) | 15 | 47 | 34 | 67 | 8 | 44
NCCNCCCCCCNC(=O)c1cccc2cc3ccccc3nc12 | -14 | -30 | -25 | -102 | -8 | -7
CC(C)(CO)c1ccccc1 | 13 | 15 | 5 | -35 | 25 | 15
c1ccc2c(c1)CCCC/C2=N/OCC1CO1 (stereo not given) | 12 | 18 | -2 | 41 | 4 | 36
BrC1(Br)C23CC=CCC12CCCC3 (stereo not given) | 20 | 13 | -16 | -6 | -17 | -4
CN(C)c1ccc(N=Nc2ccc(N(C)C)cc2)cc1 | 25 | 9 | -11 | 14 | 0 | 5
COc1cccc(N=Nc2c(-c3ccccc3)nn(C(=S)S)c2C)c1 | 19 | 18 | 1 | 21 | -192 | -3

An excerpt from above in order of formula weight, falling:
SMILES | yeast bub3 | yeast sgs1 mgt1 | yeast mec2-1 | yeast mlh1 rad18 | cln2 rad14 | rad50
COc1cc(C(OC(C)=O)OC(C)=O)c(Cl)cc1OC(C)=O | -3 | 17 | 5 | 12 | -2 | 6
BrC1(Br)C23CC=CCC12CCCC3 (stereo not given) | 20 | 13 | -16 | -6 | -17 | -4
CN(C)c1ccc(N=Nc2ccc(N(C)C)cc2)cc1 | 25 | 9 | -11 | 14 | 0 | 5
c1ccc2c(c1)CCCC/C2=N/OCC1CO1 (stereo not given) | 12 | 18 | -2 | 41 | 4 | 36
CCC(=S)Nc1ccc(Cl)cc1 | -37 | -34 | -45 | -35 | -21 | -2
Nc1ccc(C(=O)O)cc1O | 10 | 14 | 14 | -7 | 20 | 14

Further compounds follow.
SMILES | yeast bub3 | yeast sgs1 mgt1 | yeast mec2-1 | yeast mlh1 rad18 | cln2 rad14 | rad50
O=C1/C(=C/c2ccccc2)Oc2cc(O)ccc21 | 27 | 33 | -14 | 35 | 30 | 32
CC(C)(C)[Si](C)(C)OCCc1ccccc1C1CC2(S(=O)(=O)c3ccccc3)ON1CC2S(=O)(=O)c1ccccc1 (stereo not given) | 8 | -8 | -2 | 21 | -13 | 15
CCCC(C)C(C)O (stereo not given) | -24 | 0 | -46 | -15 | -11 | -21
COc1cccc2cc(-c3c[nH]c4ccccc34)c(=O)oc12 | 2 | 11 | 11 | 1 | 7 | 1
CC(O)C(O)C(O)C(=O)NCc1ccccc1 (stereo not given) | -12 | -11 | -4 | 9 | -43 | 9
CCOc1cccc2[nH]cnc12 | -12 | -7 | -1 | 0 | -10 | -11
CC(=O)C1C(=O)C(=O)N(c2ccc(Cl)c(Cl)c2)C1=O (stereo not given) | -10 | -2 | -21 | -25 | -14 | -22
c1ccc2c(C3CO3)c3ccc4ccccc4c3cc2c1 (stereo not given) | 99* | 100* | 99* | 99* | 99* | 99*

Assay outcomes as filed in PubChem.
